Salmonella PhoP GFP = PhoP regulon inhibitors, Salmonella typhi PhoP promoter GFP reporter, confirmatory (AID 1850). inhibition, % at 50 µM, or IC50 in µM where a hit was titrated. Salmonella Typhi PhoP-promoter GFP reporter, fluorescence, 4 h; higher % means a stronger effect. hit rate 0.33% among 310,000; in the data active = a potency from the dose series; inconclusive = inhibition mostly from about 25% at the one dose, without a potency; inactive = the rest, 99 in 100 with inhibition below about 19%;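 also: 0% = induced wells with vehicle and 100% = uninduced wells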
H37Rv inhibition = M. tuberculosis growth inhibition, HTS (AID 449762) | one-dose inhibition, % at 25 µM; IC50 in µM for titrated hits | M. tuberculosis H37Rv growth inhibition, 7H9 media; higher % means a stronger effect | hit rate 0.59% among 330,000; in the data active = a potency from the dose series; inconclusive = inhibition above about 70% without an active follow-up result;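 also: bacterial growth assessed after seven days of incubation; strong numbers were not always called active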
M. tuberculosis = growth inhibition of non-replicating M. tuberculosis (AID 488890); Mycobacterium tuberculosis non-replicating, growth inhibition; higher % means a stronger effect; inhibition, % at 25 µM, or IC50 in µM where a hit was titrated; hit rate 0.39% among 320,000; in the data active = a potency from the dose series; inconclusive = inhibition mostly from about 82% at the one dose, without a potency; inactive = the rest, 99 in 100 with inhibition below about 76%;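 also: plate controls were DMSO cells for no effect and high antibiotic wells for full effect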
influenza NS1A = H1N1 influenza NS1A inhibitors, functional cell based assay (AID 504329) | NS1A functional cell-based assay, percent inhibition; higher % means a stronger effect | inhibition, % at 12.5 µM, or IC50 in µM where a hit was titrated | hit rate 0.3% among 340,000; in the data active = a potency from the dose series; inconclusive = inhibition above about 27% without an active follow-up result; also: strong numbers were not always called active
inhibitors of VEEV = inhibitors of VEEV TC-83 cytopathic effect, confirmation, Vero cells (AID 588727); Vero cells, VEEV TC-83 cytopathic effect inhibition; higher % means a stronger effect; hit rate 0.13% among 350,000; one-dose inhibition, % at 20 µM; IC50 in µM for titrated hits; in the data active = a potency from the dose series; inconclusive = inhibition mostly from about 14% at the one dose, without a potency; inactive = the rest, 99 in 100 with inhibition below about 12%; also: strong numbers were not always called active
inhibitors of VEEV 10K pilot screen = also measured in inhibitors of VEEV; calls as there; inhibition, %; measured here: 10K pilot screen inhibition
* = called active by the depositor; i = inactive; ? = inconclusive; . = no result given.

SMILES	Salmonella PhoP GFP	H37Rv inhibition	M. tuberculosis	influenza NS1A	inhibitors of VEEV	others
O=C(CN(Cc1cccs1)C(=O)CNS(=O)(=O)c1ccc(F)cc1)NCC1CCCO1 (stereo not given)	-5%	-1%	-3%	-6%	1.5%
Cc1cc(C)c(C(=O)COC(=O)CCn2c(C)csc2=O)cc1C	4%	3%	48%	-9%	2.6%
CCCCOCCCNC(=O)N[C@H](C(=O)OC)C(C)C	-16%	-2%	-2%	-14%	0.1%
COc1ccc(OC)c(NC(=O)C2CCC(CNc3c(N4CCC(C)CC4)c(=O)c3=O)CC2)c1 (stereo not given)	1%	5%	.	35%	8.0%
Cc1cccnc1NC(=O)CNC(=O)C12CC3CC(CC(Cl)(C3)C1)C2	4%	8%	8%	1%	1.2%
COc1ccc(-c2nnc(SCC(=O)c3[nH]c(C)c(C(C)=O)c3C)o2)cc1	-11%	13%	18%	-3%	i
COCCn1c(SCC(=O)Nc2cc(C)on2)nc2ccccc21	2%	2%	10%	-6%	1.2%
CC(C)C(=O)Nc1ccc(C(=O)NNC(=S)NC(=O)c2ccco2)cc1	3%	1%	-7%	20%	1.8%
CCOc1ccc(N2C(=O)c3ccc(C(=O)OCc4c(C)noc4C)cc3C2=O)cc1	-2%	-11%	2%	10%	1.4%
Cc1ccc(N2CC(C(=O)Nc3nnc(C(C)C)s3)CC2=O)cc1 (stereo not given)	1%	6%	15%	-9%	0.4%
O=C(CSc1nnc(CNc2ccc(F)cc2)n1Cc1ccccc1)N1CCOCC1	-11%	.	-2%	8%	1.8%
Cc1cc(=O)[nH]c(SCC(=O)Nc2cc(S(=O)(=O)N3CCCC3)ccc2Cl)n1	2%	-7%	14%	-9%	2.5%

The final 4 records of the section before come first, to join the parts.
SMILES	Salmonella PhoP GFP	H37Rv inhibition	M. tuberculosis	influenza NS1A	inhibitors of VEEV	others
CCOc1ccc(N2C(=O)c3ccc(C(=O)OCc4c(C)noc4C)cc3C2=O)cc1	-2%	-11%	2%	10%	1.4%
Cc1ccc(N2CC(C(=O)Nc3nnc(C(C)C)s3)CC2=O)cc1 (stereo not given)	1%	6%	15%	-9%	0.4%
O=C(CSc1nnc(CNc2ccc(F)cc2)n1Cc1ccccc1)N1CCOCC1	-11%	.	-2%	8%	1.8%
Cc1cc(=O)[nH]c(SCC(=O)Nc2cc(S(=O)(=O)N3CCCC3)ccc2Cl)n1	2%	-7%	14%	-9%	2.5%
CC1CCCC(CC(N)=O)CC1 (stereo not given)	.	.	.	-4%	3.1%
CC(=O)c1ccc(NC(=O)C(C)n2nc(-c3ccccc3)c3cc(Cl)ccc32)cc1 (stereo not given)	-7%	-4%	21%	4%	1.5%
O=C(CN(CCc1ccccc1)C(=O)CNS(=O)(=O)c1ccccc1)NCc1ccco1	0%	-8%	11%	-7%	4.5%
O=Cc1ccc(Oc2cnccn2)cc1	-1%	0%	19%	-3%	i
CCOC(=O)N1CCC(NC(=O)CC(NS(=O)(=O)c2ccc(Cl)cc2)c2ccco2)CC1 (stereo not given)	-11%	-5%	-2%	3%	0.1%
Cc1nnc2c(NC3CCCCC3)nc3ccccc3n12	6%	-3%	1%	-2%	0.1%
CCN(CC(=O)Nc1ccc(N2CCOCC2)cc1)C(=O)COc1ccccc1OC	-5%	-6%	-3%	9%	0.1%
Cc1ccccc1N1C(N)=NC(N)=NC1(C)C	27%	-8%	-9%	-6%	2.2%
COc1ccc([C@H]2CC(=O)C=C(c3ccc(SC)cc3)C2)cc1OC	.	1%	-17%	-1%	0.4%
O=C(O)c1ccccc1SCc1cn2cc(Cl)ccc2n1	-3%	-11%	-10%	7%	i
O=C(Nc1ccc(N2CCOCC2)c2nonc12)C1CCCC1	1%	-3%	23%	5%	0.4%
Oc1ccc(/C=N\Nc2cc(N3CCOCC3)nc(N3CCOCC3)n2)c(O)c1	-4%	0%	-10%	9%	9.8%	inhibitors of VEEV 10K pilot screen=10
O=C(Nc1cccc([N+](=O)[O-])c1)N(c1ccccc1)c1ccccc1	.	.	.	1%	i
COc1ccccc1C(=O)NCCC(=O)Nc1ccc(S(=O)(=O)N2CCCC(C)C2)cc1 (stereo not given)	.	3%	38%	-7%	7.0%
O=c1[nH]c(SCc2cccc(F)c2)nc2ccccc12	3%	2%	10%	-3%	0.7%
CC(Sc1nc2ccccc2o1)C(=O)O (stereo not given)	23%	0%	2%	-7%	1.6%
COC(=O)C1=C(C)Nc2nnnn2C1c1ccco1 (stereo not given)	3%	1%	1%	-7%	i
CCc1noc(C)c1C(=O)OCC(=O)Nc1c(F)cccc1F	0%	-11%	-5%	-17%	1.6%
Cc1ccc(NC(=O)CN2C(=O)NC3(CCCCCC3)C2=O)cc1Cl	.	1%	18%	-1%	9.0%
O=C(NCC(c1ccco1)N1CCN(c2ccc(F)cc2)CC1)C1CCCCC1 (stereo not given)	-7%	-2%	7%	-7%	1.7%
Cc1ccc(CCC(=O)Nc2ccc(C#N)cc2)o1	1%	-11%	.	8%	i
COc1ccc(N(CC(=O)NC2CC3CCC2C3)S(=O)(=O)c2ccc(C)cc2)cc1OC (stereo not given)	6%	-4%	19%	7%	1.0%
CCOCC(=O)Nc1ccccc1C(=O)OCC	-4%	?	48%	0%	0.1%
N#CCn1nnc(-c2ccc3c(c2)OCO3)n1	6%	1%	10%	4%	2.0%

Fetched one by one from the list above:
SMILES	Salmonella PhoP GFP	H37Rv inhibition	M. tuberculosis	influenza NS1A	inhibitors of VEEV	others
Cc1ccc(CCC(=O)Nc2ccc(C#N)cc2)o1	1%	-11%	.	8%	i
CCc1noc(C)c1C(=O)OCC(=O)Nc1c(F)cccc1F	0%	-11%	-5%	-17%	1.6%

(more compounds)
SMILES	Salmonella PhoP GFP	H37Rv inhibition	M. tuberculosis	influenza NS1A	inhibitors of VEEV	others
CCn1c(=O)cc(N2CCOCC2)[nH]c1=O	-11%	7%	-10%	6%	0.1%
O=C(NC(NC(=S)Nc1ccccc1C(=O)O)C(Cl)(Cl)Cl)c1cccc([N+](=O)[O-])c1 (stereo not given)	-11%	8%	?	-6%	5.3%
CCC(CC)NC(=O)CCc1nc2ccccc2c(=O)[nH]1	-1%	1%	-3%	6%	3.3%
O=[N+]([O-])c1ccc(CSc2ccc(S(=O)(=O)N3CCOCC3)cn2)cc1	.	.	.	-9%	5.8%
COc1cccc(C(=O)Nc2ccc(NC(=O)C(C)(C)C)cn2)c1	8%	2%	-3%	3%	0.2%	inhibitors of VEEV 10K pilot screen=6.3
Cc1ccc(S(=O)(=O)NC(=NC2CCCCC2)c2ccc(Cl)cc2)cc1	10%	-4%	-1%	1%	i
COc1ccccc1N1C(=O)c2ccc(C(=O)Nc3ccc(C(=O)O)cc3)cc2C1=O	-14%	-5%	-2%	-2%	0.5%
COc1cc(CN(C)C(C)C(=O)Nc2ccc([N+](=O)[O-])cc2Cl)ccc1OC(F)F (stereo not given)	2%	3%	14%	9%	5.8%
COc1cccc(C(=O)N=c2sc3c(C)ccc(OC)c3n2C)c1	0%	1%	-11%	2%	1.1%
CCCc1nc2c(nnn2Cc2ccccc2)c(=O)[nH]1	-16%	-2%	-6%	-28%	i
O=C(NCCOC12CC3CC(CC(C3)C1)C2)c1cccc(Br)c1	-4%	1%	47%	5%	0.8%
COC(=O)c1cc(NC(=O)C2CCCN(S(=O)(=O)c3c(C)n[nH]c3C)C2)cc(C(=O)OC)c1 (stereo not given)	-12%	-2%	1%	.	.
Cc1ccc2nsnc2c1NC(=O)c1cncc(Br)c1	3%	-6%	-3%	-12%	7.6%
COc1cccc(C(=O)Nc2ccccc2N2CCOCC2)c1	-6%	-2%	36%	2%	3.5%
CCCCN(C(=O)CCCc1nc2ccccc2s1)c1c(N)n(CC(C)C)c(=O)[nH]c1=O	.	-8%	27%	2%	1.0%
CCOC(=O)c1[nH]c(C)c(C)c1C	-1%	0%	-10%	12%	3.0%
COc1cc(C(=O)NCc2ncccc2C)ccc1OC1CCN(C(C)=O)CC1	-13%	-3%	10%	-4%	2.0%
CSc1ncccc1C(=O)NCc1ccccc1Cl	6%	3%	5%	-5%	i
Cc1ccc(C(=O)c2c(NC(=O)CSc3nnc(N)s3)sc3c2CCCC3)cc1	-5%	1%	45%	22%	5.4%
COc1ccc(OC)c(-c2cc(C(=O)Nc3cccc(Cl)c3)no2)c1	5%	4%	-8%	1%	1.0%
O=C(COC(=O)c1ccc(OC(F)F)cc1)NC(=O)NC1CCCC1	.	10%	46%	-15%	2.2%
COc1cc(/C=N/NC(=S)Nc2cccc(S(=O)(=O)N(C)C)c2)ccc1O	1%	0%	-3%	9%	13%
CCn1c(O)c(C2=NCCCC2)c2ccccc21	11%	8%	-4%	5%	0.1%
CCCC(C(=O)NC1CCCC1)N(C(=O)Cn1nnc(-c2ccc(C)o2)n1)c1ccccc1OC (stereo not given)	8%	9%	27%	21%	1.0%
CCOC(=O)N1CCN(C(=O)COC(=O)C2CCN(S(=O)(=O)c3c(C)c(C)cc(C)c3C)CC2)CC1	15%	20%	16%	-2%	0.5%
N#Cc1ccc(-c2ccc(OCC(O)Cn3nnc4ccccc43)cc2)cc1 (stereo not given)	-2%	35%	80%	-1%	3.4%
Clc1ccccc1-c1nnc2sc(-c3ccncc3)nn12	2%	-13%	-31%	7%	0.9%
O=C(c1ccc(NS(=O)(=O)c2cccs2)cc1)N1CCOCC1	-11%	2%	-7%	-12%	1.4%
Cc1oc2c(c1C(=O)N1CCOCC1)C(=O)c1ccccc1C2=O	-7%	3%	57%	-9%	1.5%
CCc1ccc(-c2cc(C)no2)cc1S(=O)(=O)Nc1cc(C)on1	3%	16%	15%	1%	2.1%
CN1CCN(c2ccccc2NC(=O)c2ccc(N3CCCC3)c([N+](=O)[O-])c2)CC1	20%	-9%	42%	4%	8.8%
COc1ccc(Br)cc1CNC(=O)c1ccc2c(c1)N(C)CCS2	-5%	-8%	22%	0%	7.8%
CCN(C(=O)CSc1nnc(-c2ccccc2)o1)c1c(N)n(Cc2ccccc2)c(=O)[nH]c1=O	14%	4%	21%	-5%	2.1%
C=CCN(C(=O)CSC1=NC(=O)CN1C(C)=O)c1nc(C)c(-c2ccccc2)s1	6%	-1%	13%	7%	7.9%	inhibitors of VEEV 10K pilot screen=0.5
CCCCC1CCc2[nH]nc(C(=O)O)c2C1 (stereo not given)	-8%	2%	45%	2%	i
O=C(Cn1nnc2ccccc2c1=O)NCc1ccc(Cl)cc1	-6%	-2%	-9%	1%	0.3%
O=C(NCc1ccccc1)N1CCN(CCO)CC1	0%	-2%	-13%	-6%	1.2%
Cc1c(/N=C(\[O-])Nc2ccc(Br)cc2)sn[n+]1C	9%	-2%	0%	.	0.7%
Fc1ccccc1/C=N/Nc1ncnc2ccccc12	16%	?	40%	-4%	4.0%
COc1ccc(N(CC(=O)Nc2cc([N+](=O)[O-])ccc2C)S(C)(=O)=O)cc1OC	14%	-2%	-2%	10%	0.8%
CCN(c1ccc(OC)cc1)S(=O)(=O)c1nnc(NC(=O)COc2ccc(F)cc2)s1	9%	6%	19%	0%	6.9%
Cc1cc(C)c2nc(N3C(=O)C(O)=C(C(=O)c4ccco4)C3c3ccc(O)cc3)sc2c1 (stereo not given)	.	21%	63%	3%	2.5%
CCCN(C(=O)CSCC(=O)Nc1cccc(C)c1)c1c(N)n(Cc2ccccc2)c(=O)[nH]c1=O	-2%	-6%	18%	-6%	2.7%
O=C(Nc1ccsc1C(=O)NC1CCCCC1)c1ccc(F)cc1	-5%	-10%	2%	-2%	0.6%
O=C(c1ccc(S(=O)(=O)N2CCCC2)cc1)N1CCC(CN2C(=O)c3cccc4cccc(c34)C2=O)CC1	-17%	24%	53%	0%	0.8%
O=C(CCS(=O)(=O)c1ccccc1)NCCS(=O)(=O)c1ccccc1	7%	-5%	-11%	-6%	1.1%
COc1cccc(C2Nc3ccccc3C(=O)N2c2ccc(F)cc2)c1O (stereo not given)	-8%	-4%	-4%	-8%	0.3%
COc1cc(/C=C/C(=O)OCC(=O)NC(=O)NC(C)(C)C)ccc1OCC#N	-5%	47%	80%	2%	1.0%
COC(=O)[C@@]1(Cc2ccccc2)[C@H]2C(=O)N(Cc3ccccc3)C(=O)[C@H]2[C@H]2CN=C(SCc3ccc(C)cc3)N21	.	.	.	-17%	1.1%
NC(=S)NNC(=O)Nc1cccc(Cl)c1	-8%	-5%	-15%	2%	0.1%
CCOc1ccc(/C=N/n2c(-c3ccccc3)n[nH]c2=S)cc1	1%	4%	-9%	2%	9.8%
Cc1ccc(C(=O)CSc2nnc(COc3cccc4cccnc34)o2)cc1	4%	-11%	46%	7%	6.8%

Source: PubChem
